Diaph act CS: counter-screen for diaphorase-based assays: diaphorase activators and chemical reducers; activation factor at 20 µM; hit rate 0.005% among 190,000; Diaphorase/resazurin coupled assay, resorufin fluorescence, 16 min; active compounds read high; 1 = vehicle wells, 0 = NADH-free wells;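 active = diaphorase activity raised at least twofold by the compound at 20 µM; inactive = activation factor below 2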
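Assay system: bacterial diaphorase enzyme (C. kluyveri) / Input: enzyme 0.07 U/mL final / Medium: 50 mM HEPES pH 7.4 with 4.542 mM MgCl2, 0.005% Tween 20 / Doses: single compound dose of 20 µM, 1% DMSO final / Incubation: 16 min enzyme reaction, ambient temperature / Signal: fluorescence, excitation 544 nm and emission 590 nm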
G6PDH CS: L. mesenteroides G6PDH inhibition counter-screen; inhibition, % at 5 µM; AID 1020; Purified L. mesenteroides G6PDH, diaphorase/resazurin coupled fluorescence, 45 min; hit rate 0.12% among 200,000
L major viab: inhibitors of Leishmania major promastigote growth | Leishmania major promastigotes, resazurin fluorescence viability | hit rate 9% among 200,000 | AID 1063 | inhibition, % at 10 µM;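 note: promastigotes grown with compound for 44 hours at 28 °C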
Redox H2O2 prof: compounds producing H2O2 with reducing agent – biochemical, NIH compound library profiling, artefact control for MLSCN library redox annotation, primary screen; activation, % at 10 µM; DTT-dependent redox cycling H2O2, phenol red/HRP absorbance; 100% = 100 µM peroxide control, 0% = buffer; hit rate 0.03% among 200,000; AID 878;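 active = activation of at least 50% relative to the plate's high and low controls in the primary single-dose screen; inactive = activation below 50%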;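 note: compound incubated with DTT at 0.8 mM final as the reducing agent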
RAM network inh: blocks the yeast RAM network | S. cerevisiae dse1pr::URA3 reporter, 5-FOA growth OD615, 2 d; analog-sensitive cbk1-as2 kinase mutant strain | inhibition, % at 50 µM | hit rate 1.8% among 190,000 | AID 868;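 active = inhibition above a set limit, 3 SD over mean compound inhibition, cut at about 8.4% in these data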;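 note: 0% = DMSO-only wells with no growth and 100% = 10 µM 1-NA-PP1 full growth; inhibition rescues growth on 5-FOA so higher OD means more RAM inhibition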
PMI activator: activators of human phosphomannose isomerase | P34949 | hit rate 0.005% among 190,000 | purified human PMI, coupled resazurin fluorescence, 20 min; active compounds read high; 1 = vehicle control, 0 substrate-free wells | activation factor at 20 µM;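 active = activation factor of 2 or more at 20 µM, relative to plate controls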
Diaphorase inh: diaphorase inhibition or chemical oxidation counter-screen; diaphorase resazurin-to-resorufin fluorescence, NADH, 16 min; bacterial (C. kluyveri) enzyme, not human; inhibition, % at 20 µM; hit rate 0.69% among 190,000;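 active = primary screen inhibition at 20 µM above a set limit, cut at about 50% in these data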;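 note: plate controls were DMSO with full reaction for no effect and wells lacking NADH for full effect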
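Assay system – diaphorase enzyme from Clostridium kluyveri · Amount – diaphorase 0.14 U/mL (working solution) · Times – reaction incubation of 16 min at room temperature · Controls – No-NADH positive control and DMSO neutral control · Signal – resorufin fluorescence 544/590 nm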
S1P3 antagonist: blocks the human S1P3 receptor; Q99500; CHO S1P3 NFAT-BLA reporter, FRET fluorescence, antagonist mode; hit rate 0.27% among 170,000; inhibition, % at 4.98 µM;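 active = inhibition above the plate cutoff, the mean inhibition of test wells on that plate plus 3 SD, cut at about 28% in these data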;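 note: cells challenged with S1P at its EC80 of 0.8 µM; blue over green emission ratio from cleaved BLA substrate after 4 h stimulation; 0% = S1P-stimulated wells and 100% = unstimulated DMSO-only wells; some compounds past the cut are filed as inactive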
PMI act satM6P: increases human PMI activity with near-saturating mannose 6-phosphate; P34949; activation factor at 20 µM; coupled PMI enzyme assay, resazurin fluorescence, 20 min; active compounds read high; 1 = untreated enzyme, 0 = substrate-free blank; hit rate 0.34% among 190,000;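 active = activation factor of 2 or more at 20 µM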
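Test system: human phosphomannose isomerase with PGI, G6PDH, diaphorase coupling enzymes / Doses: 20 µM compound, 1% DMSO / Times: enzyme reaction with compound 20 min at room temperature / Measured by: Diaphorase-driven resazurin-to-resorufin fluorescence, excitation 544, emission 590 nm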
TLR4 MyD88 comp: blocks binding of human TLR4 to MyD88. HeLa CL3-4 TLR4/MyD88 BLA complementation, FRET ratio. inhibition, % at 8.4 µM. hit rate 0.18% among 200,000; in the data active = inhibition above about 25%;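 note: 0% = vehicle and 100% = reference inhibitor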
Target sequence (O00206 whole entry, looked up): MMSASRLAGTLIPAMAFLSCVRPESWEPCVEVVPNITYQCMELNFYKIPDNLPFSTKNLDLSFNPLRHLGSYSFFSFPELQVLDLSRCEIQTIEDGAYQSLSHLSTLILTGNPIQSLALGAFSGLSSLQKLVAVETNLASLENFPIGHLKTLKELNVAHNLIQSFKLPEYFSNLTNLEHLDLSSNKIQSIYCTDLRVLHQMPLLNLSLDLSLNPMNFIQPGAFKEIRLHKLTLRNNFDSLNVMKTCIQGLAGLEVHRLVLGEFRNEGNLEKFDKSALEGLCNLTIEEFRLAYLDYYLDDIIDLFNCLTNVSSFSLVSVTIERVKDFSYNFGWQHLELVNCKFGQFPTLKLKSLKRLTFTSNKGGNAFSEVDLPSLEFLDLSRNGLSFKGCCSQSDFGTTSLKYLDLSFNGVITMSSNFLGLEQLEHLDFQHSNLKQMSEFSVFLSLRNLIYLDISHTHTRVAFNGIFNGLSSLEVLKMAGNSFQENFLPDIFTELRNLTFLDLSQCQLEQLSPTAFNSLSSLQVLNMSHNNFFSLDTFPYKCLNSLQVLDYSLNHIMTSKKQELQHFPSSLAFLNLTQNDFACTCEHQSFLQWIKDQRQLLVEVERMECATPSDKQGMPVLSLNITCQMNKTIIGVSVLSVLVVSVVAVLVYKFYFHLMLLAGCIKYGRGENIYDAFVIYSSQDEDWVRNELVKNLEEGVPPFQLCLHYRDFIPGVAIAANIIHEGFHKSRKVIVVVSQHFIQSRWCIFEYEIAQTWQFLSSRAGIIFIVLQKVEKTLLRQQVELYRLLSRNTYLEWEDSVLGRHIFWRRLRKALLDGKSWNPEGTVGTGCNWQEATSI
Target sequence (Q99836 whole entry, looked up): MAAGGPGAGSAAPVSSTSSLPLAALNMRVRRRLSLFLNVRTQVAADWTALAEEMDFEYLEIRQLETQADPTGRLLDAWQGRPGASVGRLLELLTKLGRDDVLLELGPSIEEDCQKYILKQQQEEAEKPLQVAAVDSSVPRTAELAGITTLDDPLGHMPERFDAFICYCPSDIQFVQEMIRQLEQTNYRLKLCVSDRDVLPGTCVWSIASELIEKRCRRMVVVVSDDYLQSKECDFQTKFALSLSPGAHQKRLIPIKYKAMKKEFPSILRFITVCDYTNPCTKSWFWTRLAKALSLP
Hsp70 act: Hsp70 transcriptional activation, primary screen; HeLa Hsp70 promoter luciferase reporter, luminescence; scaled: vehicle 0, proteasome-inhibitor control 100%; activation, % at 10 µM; AID 1203; hit rate 0.04% among 200,000;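 active = activation above the mean across all tested compounds plus 3 SD, cutoff set per campaign, cut at about 5.5% in these data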;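 note: 100% = MG132 at 30 µM as the positive control and 0% = DMSO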
* hit, by the source's call. Cut-off read from the data, not from the text of the source, unless noted: active = inhibition above about 50%; inactive = the rest.

Start of the listing, in advance, 2 compounds:
What do the screens show for `COc1ccc2c(c1OC)C(=O)OC2Nc1nc(-c2cc3ccccc3oc2=O)cs1` (stereo unspecified)?
Diaph act CS: 0.9; G6PDH CS: -13; L major viab: -2; Redox H2O2 prof: 0.0; RAM network inh: 0.1; PMI activator: 0.9; Diaphorase inh: 7; S1P3 antagonist: 16; PMI act satM6P: 0.9; TLR4 MyD88 comp: 8; Hsp70 act: 0.0

How did COc1cccc(/C=N/NC(=O)Cn2ccnc2C)c1 do in these assays?
Diaph act CS: 0.9; G6PDH CS: 9; L major viab: -3; Redox H2O2 prof: -0.2; RAM network inh: 0.9; PMI activator: 0.9; Diaphorase inh: 7; S1P3 antagonist: 8; PMI act satM6P: 1; TLR4 MyD88 comp: 10; Hsp70 act: -0.3

The list itself, previewed entries included:
What do the screens show for `COc1ccc2c(c1OC)C(=O)OC2Nc1nc(-c2cc3ccccc3oc2=O)cs1` (stereo unspecified)?
Diaph act CS: 0.9; G6PDH CS: -13; L major viab: -2; Redox H2O2 prof: 0.0; RAM network inh: 0.1; PMI activator: 0.9; Diaphorase inh: 7; S1P3 antagonist: 16; PMI act satM6P: 0.9; TLR4 MyD88 comp: 8; Hsp70 act: 0.0

How did COc1cccc(/C=N/NC(=O)Cn2ccnc2C)c1 do in these assays?
Diaph act CS: 0.9; G6PDH CS: 9; L major viab: -3; Redox H2O2 prof: -0.2; RAM network inh: 0.9; PMI activator: 0.9; Diaphorase inh: 7; S1P3 antagonist: 8; PMI act satM6P: 1; TLR4 MyD88 comp: 10; Hsp70 act: -0.3

What do the screens show for `O=C(Nc1nccs1)NC(C(F)(F)F)C(F)(F)F`?
Diaph act CS: 1; G6PDH CS: -1; L major viab: -3; Redox H2O2 prof: -0.1; RAM network inh: -0.3; PMI activator: 1.1; Diaphorase inh: 3; PMI act satM6P: 1.1; TLR4 MyD88 comp: -6; Hsp70 act: -0.4

What do the screens show for `CCOC(=O)C(CC)Sc1nnc(COc2ccc(C)cc2)n1-c1ccccc1` (stereo unspecified)?
Diaph act CS: 0.7; G6PDH CS: 12; L major viab: 29; Redox H2O2 prof: 1.3; RAM network inh: 0.4; PMI activator: 0.9; Diaphorase inh: 30; PMI act satM6P: 0.8; TLR4 MyD88 comp: 0; Hsp70 act: -0.5

How did O=C(NNS(=O)(=O)c1ccc(F)cc1F)C1Cc2c(ccc3ccccc23)O1 (stereo unspecified) do in these assays?
Diaph act CS: 0.9; G6PDH CS: 3; L major viab: -6; Redox H2O2 prof: 1.7; RAM network inh: 4.4; PMI activator: 1; Diaphorase inh: 11; PMI act satM6P: 1; TLR4 MyD88 comp: -5; Hsp70 act: -0.4

Results for O=C(O)c1ccccc1C(=O)Nc1nccs1 ?
Diaph act CS: 1; G6PDH CS: 0; L major viab: -5; Redox H2O2 prof: 2.0; RAM network inh: -0.4; PMI activator: 1; Diaphorase inh: 4; PMI act satM6P: 1; TLR4 MyD88 comp: -4; Hsp70 act: 0.2

What do the screens show for `O=[N+]([O-])c1ccc(C[n+]2cccc3c4ccccc4ccc32)cc1`?
Diaph act CS: 1; G6PDH CS: 0; L major viab: 4; Redox H2O2 prof: -0.4; RAM network inh: -0.1; PMI activator: 1.2; Diaphorase inh: -1; S1P3 antagonist: -14; PMI act satM6P: 1.1; TLR4 MyD88 comp: 9; Hsp70 act: -0.4

How did CCC(c1nnnn1Cc1ccccc1)N(Cc1cc2cc(OC)ccc2[nH]c1=O)CC1CCCO1 (stereo unspecified) do in these assays?
Diaph act CS: 0.7; G6PDH CS: -23; L major viab: 9; Redox H2O2 prof: 1.2; RAM network inh: 0.8; PMI activator: 0.9; Diaphorase inh: 25; S1P3 antagonist: 4; PMI act satM6P: 0.9; TLR4 MyD88 comp: -1; Hsp70 act: -0.4

What do the screens show for `COC(=O)c1ccccc1NC(=O)CSc1nc(NC(=O)c2ccccc2)c2c(C)c(C)oc2n1`?
Diaph act CS: 0.8; G6PDH CS: 12; L major viab: -1; Redox H2O2 prof: 0.3; RAM network inh: 7.4; PMI activator: 0.9; Diaphorase inh: 16; S1P3 antagonist: 28; PMI act satM6P: 1; TLR4 MyD88 comp: -8; Hsp70 act: 0.1

How did Cc1cc(NC(=O)CCC(=O)N(CC2CCCO2)C(C(=O)NC2CCCC2)c2ccccc2C)no1 (stereo unspecified) do in these assays?
L major viab: -4; Redox H2O2 prof: 2.7; S1P3 antagonist: -17; TLR4 MyD88 comp: -1; Hsp70 act: -0.2

Results for CCc1ccc2c(c1)C(=O)c1ccccc1C2=O ?
Diaph act CS: 0.8; G6PDH CS: 5; L major viab: -1; Redox H2O2 prof: 0.1; RAM network inh: 5.2; PMI activator: 1.1; Diaphorase inh: 15; S1P3 antagonist: -6; PMI act satM6P: 1; TLR4 MyD88 comp: -12; Hsp70 act: -0.3

What do the screens show for `CCn1c2ccccc2c2cc(NC(=O)COc3ccccc3OC)ccc21`?
Diaph act CS: 0.8; G6PDH CS: 0; L major viab: 2; Redox H2O2 prof: 0.7; RAM network inh: 9.6*; PMI activator: 0.9; Diaphorase inh: 23; S1P3 antagonist: -7; PMI act satM6P: 0.9; TLR4 MyD88 comp: -7; Hsp70 act: -0.5

What do the screens show for `Cn1ncc(Br)c1C(=O)Nc1c(F)c(F)cc(F)c1F`?
Diaph act CS: 1; G6PDH CS: -7; L major viab: -6; Redox H2O2 prof: 1.8; RAM network inh: 1.2; PMI activator: 1.1; Diaphorase inh: 4; PMI act satM6P: 1.1; TLR4 MyD88 comp: 2; Hsp70 act: -0.1

How did COCc1nnc(NC(=O)c2ccc(OC)cc2OC)s1 do in these assays?
Diaph act CS: 1.2; G6PDH CS: 12; L major viab: 10; Redox H2O2 prof: -1.8; RAM network inh: 1.4; PMI activator: 1.1; Diaphorase inh: -16; S1P3 antagonist: 6; PMI act satM6P: 1; TLR4 MyD88 comp: -7; Hsp70 act: -0.3

Results for Clc1ccc2nnc(Cl)n2n1 ?
Diaph act CS: 1; G6PDH CS: 8; L major viab: -3; Redox H2O2 prof: -1.4; RAM network inh: 2.1; PMI activator: 1; Diaphorase inh: -5; S1P3 antagonist: 8; PMI act satM6P: 1; TLR4 MyD88 comp: -11; Hsp70 act: -0.1

How did Cc1ccc(NC(=O)C2CCN(S(=O)(=O)c3cnc[nH]3)CC2)cc1C do in these assays?
Diaph act CS: 0.9; G6PDH CS: 2; L major viab: -6; Redox H2O2 prof: 0.2; RAM network inh: 1.6; PMI activator: 1; Diaphorase inh: 9; S1P3 antagonist: -15; PMI act satM6P: 1; TLR4 MyD88 comp: 16; Hsp70 act: -0.2

How did Cn1c(CCC(=O)OCC(=O)Nc2ccc(Oc3ccccc3)cc2)nc(=O)c2ccccc21 do in these assays?
Diaph act CS: 0.8; G6PDH CS: 0; L major viab: 28; Redox H2O2 prof: -0.1; RAM network inh: 2.0; PMI activator: 1; Diaphorase inh: 18; S1P3 antagonist: -5; PMI act satM6P: 1; TLR4 MyD88 comp: 0; Hsp70 act: 0.0

How did CNC(=O)c1cc2cc(OC)ccc2oc1=O do in these assays?
Diaph act CS: 0.9; G6PDH CS: 6; L major viab: -2; Redox H2O2 prof: 0.1; RAM network inh: 0.7; PMI activator: 1.1; Diaphorase inh: 7; PMI act satM6P: 1.1; TLR4 MyD88 comp: -3; Hsp70 act: 1.5

What do the screens show for `CCCC/C(O)=C1\C(=O)CC(C)(C)CC1=Nc1ccc(OC)cc1`?
Diaph act CS: 0.8; G6PDH CS: 1; L major viab: 6; Redox H2O2 prof: 0.2; RAM network inh: 3.8; PMI activator: 1.1; Diaphorase inh: 16; PMI act satM6P: 1; TLR4 MyD88 comp: -4; Hsp70 act: -0.3

Results for CC(=O)Nc1ccc(OC(=O)CC2SC(=O)NC2=O)cc1 (stereo unspecified) ?
Diaph act CS: 0.9; G6PDH CS: -6; L major viab: -4; Redox H2O2 prof: 0.7; RAM network inh: 0.7; PMI activator: 1; Diaphorase inh: 15; PMI act satM6P: 1; TLR4 MyD88 comp: 3; Hsp70 act: -0.3

What do the screens show for `Cc1ccc(NC(=O)COc2ccc(/C(N)=N/O)cc2)cc1C`?
Diaph act CS: 0.9; G6PDH CS: 5; L major viab: -10; Redox H2O2 prof: 0.6; RAM network inh: 0.5; PMI activator: 0.9; Diaphorase inh: 9; S1P3 antagonist: -2; PMI act satM6P: 0.8; TLR4 MyD88 comp: -11; Hsp70 act: -0.3

How did NNc1nc2sc3c(c2c(=O)[nH]1)CCc1ccccc1-3 do in these assays?
Diaph act CS: 0.9; G6PDH CS: -27; L major viab: -6; Redox H2O2 prof: 0.1; RAM network inh: 0.2; PMI activator: 0.9; Diaphorase inh: 6; S1P3 antagonist: -13; PMI act satM6P: 0.8; TLR4 MyD88 comp: 0; Hsp70 act: -0.3

What do the screens show for `COc1ccc(CCNC(=O)C(C)SCc2ccccc2)cc1` (stereo unspecified)?
Diaph act CS: 1.1; G6PDH CS: 5; L major viab: -5; Redox H2O2 prof: -1.9; RAM network inh: 2.0; PMI activator: 1.1; Diaphorase inh: -14; S1P3 antagonist: 1; PMI act satM6P: 1; TLR4 MyD88 comp: 12; Hsp70 act: -0.1

What do the screens show for `CSc1nnc(C)c(=O)n1COC(=O)COc1ccccc1F`?
Diaph act CS: 0.9; G6PDH CS: 0; L major viab: -5; Redox H2O2 prof: -0.3; RAM network inh: 0.1; PMI activator: 1; Diaphorase inh: 15; S1P3 antagonist: -7; PMI act satM6P: 1.1; TLR4 MyD88 comp: -3; Hsp70 act: -0.1

What do the screens show for `Cn1c(CC(=O)Nc2ccccc2)nnc1SCCOc1ccccc1`?
Diaph act CS: 0.8; G6PDH CS: 1; L major viab: 26; Redox H2O2 prof: 1.0; RAM network inh: 2.0; PMI activator: 0.9; Diaphorase inh: 16; S1P3 antagonist: 9; PMI act satM6P: 1; TLR4 MyD88 comp: -4; Hsp70 act: 0.1

What do the screens show for `CCOC(=O)C1CCCN(Cc2ccccc2OCC)C1` (stereo unspecified)?
Diaph act CS: 0.9; G6PDH CS: -1; L major viab: 13; Redox H2O2 prof: 3.3; RAM network inh: 2.3; PMI activator: 0.9; Diaphorase inh: 11; S1P3 antagonist: -27; PMI act satM6P: 1; TLR4 MyD88 comp: 5; Hsp70 act: -0.2

How did CCS(=O)(=O)N1CCC(C(=O)NCCCN2CCCCCC2)CC1 do in these assays?
Diaph act CS: 1; G6PDH CS: -25; L major viab: -7; Redox H2O2 prof: -0.9; RAM network inh: 0.7; PMI activator: 0.9; Diaphorase inh: 4; S1P3 antagonist: -23; PMI act satM6P: 0.9; TLR4 MyD88 comp: 1; Hsp70 act: 0.1
